# Compound activity deposited in PubChem BioAssay by Broad Institute.
# INS-1E GSIS act = GLuc luminescence reporter in INS-1E cells, primary screen for activators of glucose-dependent secretion of insulin; INS-1E GLuc reporter insulin secretion, 2-3 h; activation, % at 16.6 µM; 370,000 tested, 0.61% active; AID 743287;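 active means lowest replicate activation of at least 40%, so every replicate reaches that level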;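 further: 0% = median of neutral control wells and 100% = median of IBMX positive control wells; some compounds called inactive have numbers as strong as hits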
# EWS-Fli inh = blocks EWS/Fli oncoprotein-driven transcription; A673 NR0B1-luciferase reporter, viability-normalised; inhibition, % at 12.6 µM; 350,000 tested, 0.67% active; AID 651661;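 active means mean inhibition of at least 50% after viability correction, with every replicate also passing that limit; inconclusive means mean reaches 50% but only one of two replicates passes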;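 further: firefly luciferase signal divided by Alamar Blue viability fluorescence both relative to DMSO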
# DENV2 CPE = protects cells from dengue virus 2 cytopathic effect | DENV2-infected cells, cytopathic effect rescue, plate reader | CPE inhibition, % at 9.99 µM | AID 651640 | 350,000 tested, 1.7% active; in the data active means CPE inhibition above about 20%, passing the limit was not always enough; inconclusive means no clear call, values can overlap the other calls; tested in BHK-21 cells;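 further: 0% = median of neutral control wells and 100% = median of positive control wells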
# PAX8 inh HTS = lowers PAX8-driven luciferase in RMG-I cells; RMG-I TPO-luciferase reporter, SteadyGlo, 24 h; 360,000 tested, 1.2% active; inhibition, % at 12.6 µM;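 active means mean replicate inhibition at least 60% with every replicate also reaching 60%; inconclusive means only one of the two criteria is met; inactive means mean below 60% and not all replicates reaching 60%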;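 further: luciferase light reporting Pax8 driven TPO promoter activity; plate controls were median of neutral control wells for no effect and mitoxantrone controls for full effect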
# XiGFP reactiv = X-chromosome reactivation activator. XiGFP mouse fibroblasts, % GFP-positive cells imaging, 3 d; cells co-treated with 5-aza-dC sensitizer; scaled so ellipticine positive control = 100%. activation, % at 7.58 µM. AID 743238. 360,000 tested, 0.055% active;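 active means mean normalized replicate activation at least 10% and every replicate at or above 10%; inconclusive means only one of the two criteria met; inactive means mean below 10% and not all replicates reach 10%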;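 further: 0% = median of on-plate neutral control wells and 100% = ellipticine 6 µM median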
#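 System: 68-5-11 XiGFP fibroblast line; Timing: 3 days compound exposure; Compound dosing: one concentration, pinned; Benchmarks: positive control ellipticine, 6 µM final; Buffer or medium: DMEM containing 5-aza-dC.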
# ARNT TACC3 PPI = disrupts binding between human ARNT and TACC3; AlphaScreen His-ARNT PAS-B/GST-TACC3 binding, luminescence; TACC3 fragment carries E629A point mutation; inhibition, % at 9.99 µM; 390,000 tested, 0.66% active;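 active means mean inhibition of replicates at least 50% and at least half of replicates each reaching 50%; inconclusive means half or more replicates reach 50% but mean below 50%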;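 further: 0% = complete ARNT plus TACC3 wells and 100% = ARNT alone without TACC3; many hits fall short of the cut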
# ERp5 inh = blocks human ERp5 reductase activity on insulin. inhibition, % at 9.99 µM. 350,000 tested, 0.05% active. ERp5 insulin aggregation, absorbance 650 nm, 90 min;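 active means mean replicate inhibition above about 25%, with every replicate also reaching it, limit read from the data, passing the limit was not always enough; inconclusive means only one of those two criteria met; inactive means neither criterion met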
# Target sequence (Q15084 whole entry, looked up): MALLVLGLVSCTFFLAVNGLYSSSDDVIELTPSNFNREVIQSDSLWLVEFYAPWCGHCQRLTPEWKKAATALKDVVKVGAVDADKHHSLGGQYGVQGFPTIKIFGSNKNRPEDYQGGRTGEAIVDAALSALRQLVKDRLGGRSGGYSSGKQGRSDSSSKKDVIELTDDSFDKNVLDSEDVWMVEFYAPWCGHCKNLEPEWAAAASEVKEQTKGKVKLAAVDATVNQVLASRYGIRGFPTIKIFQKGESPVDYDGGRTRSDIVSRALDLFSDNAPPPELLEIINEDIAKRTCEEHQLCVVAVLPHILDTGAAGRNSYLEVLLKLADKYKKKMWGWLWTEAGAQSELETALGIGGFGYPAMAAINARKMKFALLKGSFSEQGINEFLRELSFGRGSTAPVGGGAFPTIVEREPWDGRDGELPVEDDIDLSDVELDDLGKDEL
# F508del corr = CFTR F508del correction in bronchial cells | 350,000 tested, 0.36% active | activity (quench increase), % at 7.58 µM | AID 720511 | CFBE cells, YFP halide quenching; stimulated with forskolin plus potentiator P3; % fluorescence drop versus neutral controls;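 active means mean added fluorescence quench of at least 8% versus neutral control, with both replicates also reaching 8%; inconclusive means only one of the mean or replicate conditions met; inactive means mean below 8% and not both replicates reaching 8%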;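 further: cells transiently co-express mutant CFTR-F508del with the halide-sensitive YFP; corrector assay measuring rescue of mutant channel to the surface after 24 h compound exposure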
# Active calls of the source: *; ? = inconclusive; / = no result given; & = joins results of further samples; ! = a repeat was not active.
canonical_smiles	INS-1E GSIS act	EWS-Fli inh	DENV2 CPE	PAX8 inh HTS	XiGFP reactiv	ARNT TACC3 PPI	ERp5 inh	F508del corr
Cc1noc(C)c1NC(=O)NCC[C@H]1CC[C@@H](NC(=O)c2ccccc2)[C@H](CO)O1	8	-4	14	-11	-0.5	8	-6	-0.2
CC(C)CCn1c(=O)[nH]c2ccccc21	12	0	-1	13	-0.3	/	-2	0.6
CC(=O)Nc1ccc(S(=O)(=O)Nc2ccn(Cc3ccccc3Cl)n2)cc1	35	6	-4	0	-0.1	/	3	-0.5
COc1ccc(C2c3c(-c4ccccc4O)n[nH]c3C(=O)N2Cc2ccco2)cc1 (stereo not drawn)	-14	2	6	39	-0.1	-11	1	-0.9
O=C(C[C@@H]1C=C[C@H](NC(=O)C2CCOCC2)[C@H](CO)O1)Nc1ccccc1	4	-1	3	/	0.0	/	0	-0.7
C/C=C/C=C\C(=O)Nc1cccc(C2=NOC3(C2)C[C@H](C(N)=O)N(C(=O)CC#N)C3)c1 (stereo partly drawn)	-2	-12	/	18	0.1	-4	-7	0.3
c1ccc2c(c1)CC/C2=N/Nc1nc2ccccc2[nH]1	/	-65	1	-179	0.0	5	-7	0.9
C[C@@H]1CN([C@@H](C)CO)C(=O)c2cc(NC(=O)C3CCCCC3)ccc2O[C@H]1CN(C)S(=O)(=O)c1ccccc1	-8	-3	-2	-3	0.2	4	-4	-2.3
CCC1(c2ccccc2)NC(=O)N(CC(=O)N2CCc3ccccc32)C1=O (stereo not drawn)	/	2	1	17	0.2	/	-2	0.3
CC(C)(CO)NS(=O)(=O)c1ccc2c(c1)C(=NO)c1cc(S(=O)(=O)NC(C)(C)CO)ccc1-2	-1	0	2	2	0.0	-5	3	0.2
C/C=C/c1ccc2c(c1)O[C@@H](CN(C)CC1CCOCC1)[C@@H](C)CN([C@@H](C)CO)S2(=O)=O	2	2	-3	-19	0.1	3	5	1.0
C=CCn1c(SCC(=O)Nc2ccccc2OC)nc2c([nH]c3ccccc32)c1=O	25	/	6	26	0.0	-11	7	2.0
O=C(NC(=S)NCCCN1CCOCC1)c1ccco1	8	-4	-3	-12	0.0	-1	-2	-1.9
COc1ccc(C2C(C)C(=O)C(C)C(c3ccc(OC)cc3)N2N=O)cc1 (stereo not drawn)	-6	4	-5	6	0.0	1	13	-0.5
NS(=O)(=O)c1ccc(N/C=C\C(=O)c2ccncc2)cc1	14	-16	0	-14	0.0	1	3	2.1
Nc1ccc2nc(SCc3ccc([N+](=O)[O-])cc3)sc2c1	/	-57	-1	/	/	4	-2	0.1
COC(=O)CCC(=O)OC1(C)C(=O)C=C2C=C(C3CC3)N(c3cccc(C#N)c3)C=C2C1=O (stereo not drawn)	/	-27	/	-1	0.0	-2	-7	1.5
Cn1c(=O)c(=O)n(C)c2cc(S(=O)(=O)CCC(=O)Nc3ccc(C(F)(F)F)cc3)ccc21	-1	/	5	0	0.1	15	2	-3.3
Cc1ccccc1CSc1ncc(C#N)c(N)n1	/	-4	?	/	/	-14	6	-2.6
O=C1OCC(CO)(CO)N=C1NNc1ccccc1Cl	17	9	-4	/	/	4	-5	-0.4
CC(=O)Nc1nc2c(s1)C(=O)NCCC2	19	7	-14	-13	-0.2	2	-7	-2.9
CC1(C)CC(=O)C(N=Nc2c(Cl)cc(Cl)cc2Cl)=C(O)C1	18	/	/	-5	0.0	10	/	/
CN(CC(=O)Nc1ccccc1C(F)(F)F)C(=O)COc1ncnc2ccccc12	-7	-1	-3	-5	0.3	-8	0	2.5
CCOC(=O)c1cc(CC)sc1NC(=O)CN1C(=O)C(=O)N(CC(C)C)C1=O	1	1	11	-16	0.4	0	1	0.5
O=C(CN1CCOCC1)N[C@H]1CC[C@H](CCNS(=O)(=O)c2ccccc2F)O[C@@H]1CO	0	1	-9	-6	0.6	/	-2	-2.3
C[C@H]1COC[C@@H](C/C=C/c2ccccc2)N1c1ccccc1	-40	3	10	2	0.1	/	4	1.0
O=C(Nc1ccccc1)N1CCCCN2[C@@H](CO)[C@H](c3ccc(-c4ccccc4F)cc3)[C@@H]2C1	-19	13	/	-19	0.2	20	/	1.3
COc1cc(C(=S)N2CCN(C(c3ccccc3)c3ccccc3)CC2)cc(OC)c1O	-21	18	-1	32	0.0	17	4	-0.8
COc1ccc(C2=Nc3ccccc3N(C(=O)c3ccc(C(F)(F)F)cc3)C2C(=O)Nc2ccc3c(c2)OCCO3)cc1 (stereo not drawn)	29	-48	-13	-42	-0.2	/	-1	0.3
CCCCOC(=O)c1ccc(NC(=O)c2ccc(F)cc2F)cc1	4	-8	/	-23	0.0	-9	/	3.8
O=C(C[C@@H]1C=C[C@H](NC(=O)c2ccncc2)[C@@H](CO)O1)NCC1CC1	5	-4	8	-2	0.0	0	0	-5.6
Cc1ccc(S(=O)(=O)Nc2ccc(-n3cnnn3)cc2)cc1	19	/	-6	15	0.0	6	0	2.2
CCC(=O)Nc1ccc(CCC(=O)N2CCCC2)cc1	17	15	7	-44	0.2	-1	0	-0.5
CO[C@H]1CN(C)C(=O)c2cc(NC(=O)C3CCC3)ccc2OC[C@H](C)N(Cc2ccc(F)cc2)C[C@@H]1C	17	-6	17	4	0.2	-5	1	0.0
CCOC(=O)c1cnc2oc3ccccc3n2c1=O	5	-8	1	-9	0.0	5	2	-1.5
O=C1c2ccccc2C2N1CCCN2C(=O)c1sc2ccccc2c1Cl (stereo not drawn)	/	-69	-5	-57	0.0	/	-11	-1.4
COCCN1Cc2cc(C(=O)OC)c3c(c2C1=O)c1cc(F)ccc1n3S(=O)(=O)c1ccc(C)cc1	/	2	4	-137	0.6	/	4	7.7
COCC#Cc1ccc([C@@H]2[C@@H](CO)N3C(=O)CN(C(=O)C4CC4)C[C@H]23)cc1	3	-6	0	-27	0.0	/	0	0.0
COc1ccccc1C(CNC(=O)c1ccc(C)c(S(=O)(=O)N2CCCCC2)c1)N(C)C (stereo not drawn)	-16	2	-2	4	0.2	0	-7	-4.3
CN1C(=O)c2cc(NC(=O)c3cccs3)ccc2OC[C@@H]2O[C@@H](CC(=O)O)CC[C@@H]21	1	-12	/	-8	0.1	/	/	1.0
CN1CC(=O)N2Cc3[nH]c4ccccc4c3C[C@H]2C1=O	31	-6	3	-15	0.1	8	3	1.2
COc1cccc(-c2sc3ccc(OC)cc3c2C#CCC(C)O)c1 (stereo not drawn)	10	-3	-4	14	0.1	9	-5	1.5
CNC[C@H]1Oc2ccc(NC(=O)Nc3ccc4c(c3)OCO4)cc2C(=O)N([C@H](C)CO)C[C@@H]1C	8	-7&-5	?	2&-11	0.3&0.3	-1&11	-1&-2	-1.7&1.7
CCN(Cc1ccccc1)C(=O)c1ccc(C)c(S(=O)(=O)N2CCCCC2)c1	-12	9	19	-2	0.0	-2	-2	0.5
COc1ccc(OC(=O)N(C)C[C@H]2OCc3cn(nn3)CCCC(=O)N([C@H](C)CO)C[C@@H]2C)cc1	-4	-8&1&-12	43*!	3&-11	-0.1&0.0	4	-2&-1	0.1&-4.1&-3.8
COc1ccc(NC(=S)N2CCN(c3ncccn3)CC2)c(OC)c1	5	-6	-9	-1	0.0	-2	2	-1.4
CC(C)[C@H](NC(=O)c1ccco1)C(=O)N(C)Cc1ccc(C(F)(F)F)cc1	-25	2	-1	-1	0.0	-1	2	-3.1
c1ccc(CCNCCOc2ccccc2)cc1	5	33	8	-27	0.0	-4	1	-0.8
CC(C)N(CCCNC(=O)Cn1ncc2c([nH]c3ccccc32)c1=O)Cc1ccccc1	11	14	1	-10	0.0	1	10	2.9
Cc1ccc(NC(=O)CSc2nnnn2C2CC2)cc1S(=O)(=O)N1CCOCC1	5	7	0	3	0.2	-4	-5	1.0
O=C(O)c1cccc(N2C(=O)C=CC2=O)c1	17	-6	2	-1	0.0	/	12	-1.1
O=C(NNC(=S)NC1CC2C=CC1C2)c1ccncc1 (stereo not drawn)	30	18	6	-5	0.1	-3	-2	0.7
COC(=O)c1cc(S(=O)(=O)N2c3ccccc3CC2C)cn1C (stereo not drawn)	/	5	-2	6	0.1	-9	4	0.1
OCC1(Cc2ccccc2)CCN(Cc2cnc(-c3cccc4ccccc34)nc2)CC1	5	-5	-2	-3	0.0	2	4	4.7
C[C@@H]1CN([C@@H](C)CO)C(=O)c2cc(NC(=O)Nc3ccc(F)cc3)ccc2O[C@@H](C)CCCCO[C@H]1CN(C)C(=O)CCCN(C)C	36	-10	-6	-10	0.2	7	-3	-1.8
Nc1ccccc1C(=O)NCCN1CCNC1=O	-6	-2	3	2	0.0	4	-1	1.4
COc1cc(Cl)ccc1OCc1cc(C(=O)N[C@H]2CCCCNC2=O)no1	6	-54	3	-133	0.3	3	1	-3.5
C=CC[C@H](CC(=O)N[C@H](CO)Cc1ccccc1)C(=O)N[C@H](COC(=O)[C@@H](CC=C)CC(=O)OC(C)(C)C)Cc1c[nH]c2ccccc12	/	1	/	25	0.1	-9	-4	-0.9
CCN(Cc1ccccc1)S(=O)(=O)c1cc2[nH]c(=O)c(=O)[nH]c2cc1C	3	-7	12	-2	0.5	17	-4	0.7
CCc1n[n+](CC(=O)c2ccccc2)c(N)s1	5	59*	-2	30	-0.1	-2	3	-3.7

# (list continues)
canonical_smiles	INS-1E GSIS act	EWS-Fli inh	DENV2 CPE	PAX8 inh HTS	XiGFP reactiv	ARNT TACC3 PPI	ERp5 inh	F508del corr
CCCCCN=Cc1c(C)[nH]n(-c2nc3ccccc3s2)c1=O	1	/	/	36	/	1	2	/
COc1ccc(OC(F)(F)F)cc1CC1(C)C(=O)Nc2ccc(S(=O)(=O)NC3CCCCC3)cc21 (stereo not drawn)	-2	1	-6	12	0.1	/	12	-1.9
COc1cccc(CN2[C@H](CO)[C@H](c3ccccc3)C23CN(C(=O)C2CCC2)C3)c1	-11	20	2	/	0.0	/	2	0.3
CCOC(=O)C1(Cc2cccc(Cl)c2)CCCN(C(=O)c2ccc(COC)s2)C1 (stereo not drawn)	-42	-11	-2	-10	0.0	-14	6	2.5
Cc1ccc(S(=O)(=O)Nc2ccc3c(c2)C(=O)N([C@H](C)CO)C[C@@H](C)[C@H](CN(C)Cc2ccc(C(=O)O)cc2)OCCCC[C@@H](C)O3)cc1	32	-11	17	5	0.0	-7	1	0.0
COc1cc(NC(=O)Cc2c(C(=O)O)n(C)c3ccccc23)cc(OC)c1OC	-8	-14	-4	10	0.0	-5	-1	-2.7
COc1cccc(NC(=O)CN(C)C(=O)CCCc2nc3ccccc3s2)c1	-24	-14	25*	3	0.4	4	4	4.1
COC(=O)C(NNc1ccc(F)cc1)(NC(=O)c1ccccc1)C(F)(F)F (stereo not drawn)	36	/	/	21	-0.1	2	/	/
C[C@@H]1CN([C@@H](C)CO)C(=O)c2cc(NC(=O)CCC(F)(F)F)ccc2O[C@@H](C)CCCCO[C@H]1CN(C)CC1CCCCC1	12	4	-10	7	-0.2	-8	/	0.3
O=C(NCCN1CCOCC1)[C@@]1(CCS(=O)(=O)c2ccccc2)N=C(c2ccc(OCCCO)cc2)O[C@H]1c1ccccc1	/	3	-6	-3	/	1	-4	4.1
